Compound activity as filed in PubChem.
VIM-2 inh: VIM-2 metallo-beta-lactamase inhibitors, primary screen, biochemical, epi-absorbance readout, Pseudomonas aeruginosa enzyme | purified VIM-2, nitrocefin hydrolysis, epi-absorbance fluorescence | inhibition, % at 5.6 µM | hit rate 0.89% among 290,000 | AID 1527, 2009;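 active = inhibition above the mean of all tested compounds plus 3 SD, cutoff set per screening run, cut at about 7.5% in these data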;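 also: red hydrolysis product quenches plate fluorescence so inhibitors raise well fluorescence; 0% = enzyme with DMSO and 100% = DMSO without enzyme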
OXTR ag: human OXTR agonists, primary screen, fluorescence, CHO-OTR cells, Fluo-8 calcium. activation, % at 3 µM. Oxytocin receptor (Homo sapiens), P30559. hit rate 0.32% among 320,000. Fluo-8 calcium fluorescence; normalized: DMSO 0%, oxytocin 100%;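 active = activation above the mean of all tested compounds plus 3 SD, cutoff set per screening run, cut at about 20% in these data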;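 also: peak over basal fluorescence ratio from a 100 s FLIPR kinetic read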
GPR7 antagonist: GPR7 receptor antagonists, primary screen, cell-based, fluorescence, single concentration. Neuropeptides B/W receptor type 1 (Homo sapiens), P48145. GPR7-expressing cells, fluorescence antagonist assay. inhibition, % at 4.4 µM. hit rate 1.1% among 290,000; in the data active = inhibition above about 16%, passing the limit was not always enough;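 also: cells stimulated with the agonist NPW; 0% = agonist with vehicle and 100% = vehicle without agonist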
Target sequence (P48145 whole entry, looked up): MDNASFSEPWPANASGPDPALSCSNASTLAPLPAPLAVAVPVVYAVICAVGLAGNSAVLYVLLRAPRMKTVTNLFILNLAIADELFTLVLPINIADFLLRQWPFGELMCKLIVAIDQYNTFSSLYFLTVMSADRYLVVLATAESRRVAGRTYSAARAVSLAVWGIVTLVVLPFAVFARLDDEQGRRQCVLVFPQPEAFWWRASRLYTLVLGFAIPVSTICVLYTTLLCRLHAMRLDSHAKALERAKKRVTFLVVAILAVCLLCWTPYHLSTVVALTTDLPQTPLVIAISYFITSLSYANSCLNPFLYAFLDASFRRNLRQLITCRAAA
NS3 helicase inh: inhibitors of HCV NS3 helicase, primary screen, biochemical, Cy5 molecular beacon fluorescence; NS3 helicase DNA unwinding; AID 1800, 2009; inhibition, % at 10.9 µM; hit rate 0.56% among 290,000;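 active = inhibition above the mean of all tested compounds plus 3 SD, set per campaign, cut at about 35% in these data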;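 also: 0% = DMSO wells and 100% = thioflavine S control wells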
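Control set: DMSO versus 110 µM thioflavine S; Material: NS3 helicase fragment of HCV; Measured by: Cy5 fluorescence at 0 and 60 min, beacon hairpin quenching; Read-out basis: percent inhibition from t60/t0 fluorescence ratio; Times: reaction time 60 min, 25 °C; Repeats: single replicate; Compound dosing: single dose, 10.9 µM nominal final, DMSO 0.8% final.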
V1R ag counter: agonists of human V1a receptor, primary screen, counter-screen for OXTR agonist project, fluorescence, CHO-V1R cells | Vasopressin V1a receptor (Homo sapiens), P37288 | Fluo-8 calcium fluorescence, agonist mode; 0% DMSO, 100% 3 nM vasopressin | activation, % at 3 µM | hit rate 0.25% among 320,000 | AID 2797, 2010;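 active = activation above the mean activation of all tested compounds plus 3 SD, per screening run, cut at about 20% in these data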;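 also: signal is peak over basal fluorescence ratio across a 100 second FLIPR read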
Target sequence (P37288 whole entry, looked up): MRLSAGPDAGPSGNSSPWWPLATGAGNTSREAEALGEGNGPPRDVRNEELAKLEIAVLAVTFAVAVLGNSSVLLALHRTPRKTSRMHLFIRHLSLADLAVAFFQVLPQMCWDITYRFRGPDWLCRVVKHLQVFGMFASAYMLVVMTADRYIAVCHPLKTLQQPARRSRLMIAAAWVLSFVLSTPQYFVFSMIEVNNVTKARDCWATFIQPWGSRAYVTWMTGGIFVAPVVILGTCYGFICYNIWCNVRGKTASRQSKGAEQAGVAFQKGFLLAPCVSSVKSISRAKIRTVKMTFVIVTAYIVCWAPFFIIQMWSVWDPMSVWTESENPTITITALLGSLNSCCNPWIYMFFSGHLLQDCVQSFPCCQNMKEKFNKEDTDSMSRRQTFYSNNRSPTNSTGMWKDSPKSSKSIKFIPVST
PHOSPHO1 block: PubChem AID 1565; Phosphoethanolamine/phosphocholine phosphatase (Homo sapiens), Q8TCT1; inhibition, % at 13.3 µM; recombinant PHOSPHO1, absorbance phosphatase assay; hit rate 1.1% among 290,000; in the data active = inhibition above about 60%
IMP-1 inh: IMP-1 metallo-beta-lactamase inhibitors, primary screen, biochemical, epi-absorbance readout, Pseudomonas aeruginosa enzyme | metallo-beta-lactamase IMP-1 (Pseudomonas aeruginosa) | purified IMP-1, nitrocefin hydrolysis, epi-absorbance fluorescence | inhibition, % at 5.6 µM | hit rate 0.45% among 290,000;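 active = inhibition above the mean plus 3 SD of all compounds in the same screening run, cut at about 4.5% in these data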;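 also: 0% = IMP-1 with DMSO and 100% = DMSO wells lacking enzyme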
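Test system: recombinant IMP-1 enzyme, purified / Medium: HEPES buffer pH 7.1 with ZnSO4 and Brij 35 / Doses: single dose, 5.6 µM / Times: 25 °C, 15 min preincubation, 25 min reaction / Detection: Epi-absorbance via hydrolysed-nitrocefin quenching of white-plate fluorescence, 480/530 nm, EDTA stop / Evaluation: percent inhibition from optical density relative to buffer-blank wells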
GalR3 antagonist: GalR3 antagonists in HEK293 cells, primary screen, cell-based, fluorescence readout | Galanin receptor type 3 (Homo sapiens), O60755 | HEK293 GalR3-CNG cAMP membrane potential fluorescence; galR3 body fused to GalR1 C-terminus | inhibition, % at 3 µM | hit rate 0.44% among 360,000;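 active = inhibition above the screen-wide average plus 3 SD, cut at about 13% in these data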;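 also: forskolin and galanin both at EC90 stimulate the cells; cAMP rise reported by CNG channel membrane potential dye signal; 0% = forskolin plus galanin with DMSO and 100% = forskolin alone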
Target sequence (O60755 1-299 limits assumed): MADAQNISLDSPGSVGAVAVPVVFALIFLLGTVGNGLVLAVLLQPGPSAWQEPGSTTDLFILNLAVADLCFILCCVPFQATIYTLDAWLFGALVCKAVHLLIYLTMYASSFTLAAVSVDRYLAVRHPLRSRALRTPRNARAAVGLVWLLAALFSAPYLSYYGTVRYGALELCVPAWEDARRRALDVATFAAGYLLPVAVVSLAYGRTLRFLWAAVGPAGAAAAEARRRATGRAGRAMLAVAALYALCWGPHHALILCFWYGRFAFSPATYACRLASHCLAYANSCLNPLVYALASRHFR
FID counter: compounds displacing fluorescent DNA intercalator, primary screen, artefact control for HCV NS3 helicase inhibitor project, biochemical, FID fluorescence; DNA fluorescent intercalator displacement; inhibition, % at 7.9 µM; hit rate 0.17% among 290,000; in the data active = inhibition above about 37%;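 also: 0% = vehicle and 100% = reference compound; higher means more ethidium bromide displaced from hairpin DNA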
Numbers without * were called inactive; x = not tested or not shown.

SMILES	VIM-2 inh	OXTR ag	GPR7 antagonist	NS3 helicase inh	V1R ag counter	PHOSPHO1 block	IMP-1 inh	GalR3 antagonist	FID counter
Cc1ccc(NC(=O)CCN2C(=O)c3cccc([N+](=O)[O-])c3C2=O)c(Br)c1	-0.1	-2.1	-1	-4	-0.1	39	1.6	-8	-2
CC(c1ccccc1)N(CCC(c1ccccc1)C1CCOC(C)(C)C1)C(=O)c1ccco1 (stereo not given)	-1.0	-1.4	12	-2	-1.4	-4	-3.4	-7	-35
Cc1ccc(S(=O)(=O)NCc2ccccn2)c(C)c1C	-0.8	0.5	-4	1	-0.3	24	-1.9	-9	-6
CC1CCN(c2ccc(C(=O)O)cc2N)CC1	1.2	0.5	-7	27	1.3	3	-0.2	4	-10
CCOC(=O)/C=C1\SCC(=O)N1CC(=O)NC1CCCCC1	-2.3	0.3	-11	4	-1.1	-1	-2.1	-3	-2
CC1CN(/C=C/C(=O)C(F)(F)F)CC(C)O1 (stereo not given)	-3.1	0.7	-6	1	2.6	11	-3.2	-4	-2
C=CCNC(=S)NC(=O)c1oc2ccccc2c1C	-5.5	-2.4	-14	12	-0.3	41	-3.9	-8	-9
CCOc1ccccc1-n1nnnc1SCC(=O)OC	-2.3	0.0	-8	-8	-0.4	22	-3.7	-8	-4
CCc1cc2c(=O)c(-c3nc4ccccc4n3C)c(C)oc2cc1OC(C)=O	-0.6	1.2	-11	6	2.4	-11	-5.8	1	-22
Fc1ccccc1N1CCN(c2nnnn2-c2ccccc2)CC1	-2.7	-1.0	10	-4	-1.1	28	-1.7	-5	-26
Cc1cc(N2CC(C(=O)NCc3cccnc3)CC2=O)ccc1C(C)C (stereo not given)	2.3	-0.3	18	5	-0.5	33	0.7	1	-27
NC(=S)N/N=C1\CC(n2nnnc2-c2ccccc2)C2COC1O2 (stereo not given)	-3.5	0.9	-20	-5	0.7	20	-3.0	-5	-2
C=CCn1c(SCC(=O)c2cc(C)n(Cc3cccs3)c2C)nnc1-c1ccncc1	1.4	-1.1	-5	0	-0.4	-57	-1.4	1	-30
CCN1CCN(c2nc3c(C)cccn3c(=O)c2/C=C(\C#N)C(=O)NCCCOC)CC1	2.1	0.6	20	-3	-0.2	20	-1.6	-11	-8
CCCn1nc(C(=O)NCc2ccc3c(c2)OCO3)c2ccccc2c1=O	-3.2	-1.9	-15	3	-0.9	-16	-3.8	-6	-19
CN(c1ccccc1)S(=O)(=O)c1ccc(C(=O)NCc2ccccn2)cc1	-2.3	1.0	-10	5	6.7	12	-2.8	-8	-10
Cc1nc(NCc2ccccc2)c(C(N)=O)c2c1COC(C)(C)C2	0.9	1.7	6	-12	0.4	27	-1.1	3	3
CC(=O)Nc1ccc(NC(=O)CSc2ccc(-c3ccc4c(c3)OCO4)nn2)cc1	-0.6	-0.4	-5	10	0.3	11	-3.9	-1	-2
CCc1c(C(=O)NNC(=S)NCC(C)C)csc1C	-2.8	0.8	-4	3	0.8	-7	-4.7	x	-7
CCN(CC)C(=O)c1ccccc1NS(=O)(=O)c1cccs1	-3.2	-0.3	-15	5	0.1	32	-2.7	-3	-16
CSc1ccc(Cl)c(C(=O)Nc2ccc(N3CCOCC3)cc2)c1	-3.1	-0.3	-9	10	0.2	30	-0.9	-5	-16
CN(CC(=O)Nc1cccc(F)c1)C(=O)c1cc(S(=O)(=O)N(C)C)ccc1N1CCCC1	1.0	1.9	-7	1	0.7	-47	-1.6	-3	-27
CCc1ccc(OCCCC(=O)Nc2nccs2)cc1	-2.5	-0.6	13	-2	4.1	15	-4.6	-6	-12
CCc1ccccc1NC(=O)C(Cc1cccc(OC)c1OC)c1nn[nH]n1 (stereo not given)	1.1	-0.1	10	9	0.0	-13	-2.6	-4	-1
Cc1cc(C)nc(NS(=O)(=O)c2ccc(NC(=O)COc3ccccc3)cc2)n1	-0.9	1.6	-6	3	1.9	57	-3.2	-2	-12
Next entries follow.
SMILES	VIM-2 inh	OXTR ag	GPR7 antagonist	NS3 helicase inh	V1R ag counter	PHOSPHO1 block	IMP-1 inh	GalR3 antagonist	FID counter
Cc1cc(C)cc(NC(=O)C(C)N2C(=O)c3ccccc3C2=O)c1 (stereo not given)	-2.5	-0.4	-4	1	0.1	39	-4.2	-8	-10
CC(=O)Nc1ccc(NC(=O)c2ccccc2Nc2ccccc2)cc1	-3.0	-0.1	8	-23	0.9	24	-1.3	0	-13
CSCCC(=O)N1CC[C@@H](N2CCN(c3ccccc3F)CC2)[C@H](O)C1	-0.9	-0.6	-18	-1	0.1	8	-3.5	-9	-6
CC(=O)Nc1ccc(S(=O)(=O)N(CCO)Cc2ccccc2)cc1	-5.7	-0.2	-3	2	-0.8	-5	-2.2	-5	1
O=C(Nc1ccccc1)Nc1ccc(C(F)(F)F)cn1	-3.6	-0.8	-11	5	-0.6	20	-3.6	-4	-5
COc1ccc(Br)cc1/C=N/NC(=O)C[n+]1ccccc1	0.8	-0.1	-12	2	-0.3	33	-4.7	-4	-2
O=S(=O)(c1ccc(F)c(F)c1)N1CCCc2ccccc21	-1.1	-1.5	-13	-4	-0.5	44	-3.0	-13	-8
CC(C)(C)NS(=O)(=O)c1ccc(NS(C)(=O)=O)cc1	-3.0	-0.2	5	-5	0.8	-14	-4.9	-4	-1
O=C(NCc1ccccn1)C(=O)NCC1OCCCN1S(=O)(=O)c1ccc(F)cc1 (stereo not given)	-1.9	-0.3	-19	7	0.3	-10	-0.4	-2	-11
CC(C)Cn1c(=S)[nH]c2cc(C(=O)O)ccc2c1=O	0.2	2.4	10	9	0.9	20	-0.4	-2	-14
CCOC(=O)Cc1csc(NC(=O)CSc2nnc(C(C)C)n2C)n1	-1.4	4.3	-5	-13	1.8	5	-2.2	-2	-10
COC(=O)CN1C(=O)[C@H]2[C@@H](c3ccc(C)o3)N3C(=O)CN(CCO)C(=O)[C@@]3(Cc3ccccc3)[C@H]2C1=O	1.4	-0.5	9	45*	0.8	15	0.6	-6	-11
Cc1ccc(S(=O)(=O)N2CCOCC2)cc1C(=O)N(Cc1nnc(-c2ccccc2Cl)o1)C1CC1	-1.9	2.7	-11	2	9.0	46	-3.5	-1	-45
Cc1cc2occ(CC(=O)NC3CCCc4ccccc43)c2cc1C (stereo not given)	-1.2	-0.1	-1	3	-0.2	1	-1.3	-6	-23
CC1=NN(C(C#N)c2cccc([N+](=O)[O-])c2)C(C)(C)C1 (stereo not given)	-2.0	-0.4	-4	9	1.3	-13	-2.4	-10	-1
COc1cccc(C2CC(=O)N3CN(c4ccccc4F)CSC3=C2C#N)c1 (stereo not given)	-0.7	1.0	7	14	0.6	29	-0.8	x	-21
CCOC(=O)c1cc(-c2ccc(C)cc2)n(CCC(=O)NCCN(C)C)c1C	-2.1	6.9	-1	-44	2.8	18	-4.4	-1	13
O=C(c1ccccc1NS(=O)(=O)c1ccc(F)cc1)N1CCCC1	1.2	0.5	-3	-1	-0.2	0	-3.6	-5	-7
CC(=O)c1cc(-c2ccccc2)n(CC(=O)N2CCC(C)CC2)c1C	1.7	-1.7	-2	8	-1.8	22	-0.7	x	-26
COc1ccc(C(C)C)cc1S(=O)(=O)N1CCC(C(=O)NCC2CCCO2)CC1 (stereo not given)	-0.4	3.4	2	0	0.8	33	-1.6	2	-46
O=C(Nc1ccc(Oc2ccc(S(=O)(=O)N3CCOCC3)cn2)cc1)c1ccco1	-0.1	1.1	1	-1	2.4	x	-2.0	-4	-19
CNC(=S)N(CCN(C)C)Cc1cc2cc3c(cc2[nH]c1=O)OCO3	-1.0	0.8	-13	3	-0.5	40	-2.6	-7	2
N#C/C(=N\Nc1cccc(C(F)(F)F)c1)C(=O)c1csc(-c2cccnc2)n1	-2.8	10	-10	-33	6.7	17	-2.3	3	-22
O=C(c1cc2sccc2n1Cc1ccc(F)cc1)N1CCCc2ccccc21	-1.7	-1.6	10	-6	0.7	-15	2.4	-3	-15
O=C(CNc1cccc(Cl)c1)NNC(=S)NCc1ccccc1	-4.6	2.0	5	6	0.5	-84	-3.9	-4	-11
(more compounds)
SMILES	VIM-2 inh	OXTR ag	GPR7 antagonist	NS3 helicase inh	V1R ag counter	PHOSPHO1 block	IMP-1 inh	GalR3 antagonist	FID counter
CCOc1ccc2c(c1)C(C)=CC(C)(C)N2S(=O)(=O)c1ccc(NC(C)=O)cc1	-1.3	0.4	16	-37	1.4	19	0.0	-9	-33
COc1ccccc1N(Cc1cc(=O)[nH]c2ccccc12)C(=O)c1ccccc1	-2.5	-2.5	-5	-7	-0.9	33	-0.7	-1	-33
CCn1cc(CCCC(=O)NCc2ccccc2OC)c2ccccc21	-0.5	x	24	1	x	5	-2.9	-8	-42
Cc1cccc(NC(=O)CSc2nnc(-c3ccco3)c(-c3ccco3)n2)c1	-4.1	x	-9	10	x	32	0.0	-2	-4
CCOc1ccc2[nH]cc(S(=O)(=O)c3ccc(F)cc3)c(=O)c2c1	1.1	-0.4	-12	-10	-0.7	11	-1.6	0	-4
Cn1c(Cn2cnc([N+](=O)[O-])n2)nnc1SCC(=O)Nc1ccccc1	-3.0	-0.8	-9	7	2.9	3	-1.7	-4	1
COc1cc(C(=O)Nc2ccccc2C2COC(=O)C2=N)cc(OC)c1OC (stereo not given)	-3.6	-0.4	-4	16	-0.3	4	-3.7	1	-7
OCCSc1ncnc2c1oc1ccccc12	0.3	-0.1	-5	0	1.1	11	-3.0	-1	1
CCNc1nc(NCC)n2c(SCc3nc4ccccc4c(=O)[nH]3)nnc2n1	-3.1	-0.1	-17	6	1.6	-4	-4.1	-4	-5
NC(=O)c1ccc(NCC2COc3ccccc3O2)c([N+](=O)[O-])c1 (stereo not given)	-3.3	4.5	11	4	4.2	0	-2.5	-4	7
Cc1cccc(-c2noc(CN(C(C)C)S(=O)(=O)c3ccc(F)cc3)n2)c1	0.5	-0.1	1	-7	0.4	1	-1.7	-2	-15
COC(=O)C1(C(O)C(=O)c2ccc(C)cc2C)CCCCC1 (stereo not given)	-1.3	-2.6	-7	-3	-2.0	4	-0.9	-3	-22

Complete entries, quoted from the list.
Shown for `CN(CC(=O)Nc1cccc(F)c1)C(=O)c1cc(S(=O)(=O)N(C)C)ccc1N1CCCC1` → VIM-2 inh = 1.0; OXTR ag = 1.9; GPR7 antagonist = -7; NS3 helicase inh = 1; V1R ag counter = 0.7; PHOSPHO1 block = -47; IMP-1 inh = -1.6; GalR3 antagonist = -3; FID counter = -27
Shown for `CCN(CC)C(=O)c1ccccc1NS(=O)(=O)c1cccs1` → VIM-2 inh = -3.2; OXTR ag = -0.3; GPR7 antagonist = -15; NS3 helicase inh = 5; V1R ag counter = 0.1; PHOSPHO1 block = 32; IMP-1 inh = -2.7; GalR3 antagonist = -3; FID counter = -16
